GPR151 ag – activators of human GPR151; 1% of 650,000 active; Q8TDV0; PathHunter beta-arrestin GPR151 cells, luminescence; AID 1508602; activation, % at 11.2 µM; in the data active = activation above about 4.9%;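 also: 0% = median of compound wells and 100% = cells with positive control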
Target sequence (Q8TDV0 whole entry, looked up): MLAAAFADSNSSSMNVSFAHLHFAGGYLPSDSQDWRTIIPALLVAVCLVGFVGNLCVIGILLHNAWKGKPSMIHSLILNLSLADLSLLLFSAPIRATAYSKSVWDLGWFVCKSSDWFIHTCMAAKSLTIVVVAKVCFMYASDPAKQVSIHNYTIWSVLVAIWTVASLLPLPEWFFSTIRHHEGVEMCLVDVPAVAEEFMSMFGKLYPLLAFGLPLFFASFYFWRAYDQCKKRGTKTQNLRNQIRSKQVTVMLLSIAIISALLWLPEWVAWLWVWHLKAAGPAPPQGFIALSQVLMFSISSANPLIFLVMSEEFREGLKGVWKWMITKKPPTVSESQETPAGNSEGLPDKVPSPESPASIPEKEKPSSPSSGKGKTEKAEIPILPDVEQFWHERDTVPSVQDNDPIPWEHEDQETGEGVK
TEAD-YAP inh – TEAD-YAP interaction inhibition. HEK-TIYL cells, TEAD-Gal4/YAP UAS-luciferase luminescence. 1.4% of 640,000 active. inhibition, % at 9.12 µM; in the data active = inhibition above about 32%;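 also: 0% = median of test compound wells and 100% = reference inhibitor wells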
FBW7 act – activators of human E3 ligase FBW7. Q969H0. AlphaScreen FBW7–phospho-cyclin E peptide binding, activator screen. normalized activity (activation), % at 26.1 µM. 0.13% of 650,000 active. AID 1259310; in the data active = normalized activity above about 1.9%;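 also: purified mutant Fbw7 with reduced substrate affinity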
MITF inh – blocks human microphthalmia-associated transcription factor; AlphaScreen MITF homodimerization, bead proximity signal; inhibition, % at 2.6 µM; 0.91% of 650,000 active; AID 1259374; in the data active = inhibition above about 50%;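 also: 0% = vehicle wells with protein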
Target sequence (O75030 whole entry, looked up): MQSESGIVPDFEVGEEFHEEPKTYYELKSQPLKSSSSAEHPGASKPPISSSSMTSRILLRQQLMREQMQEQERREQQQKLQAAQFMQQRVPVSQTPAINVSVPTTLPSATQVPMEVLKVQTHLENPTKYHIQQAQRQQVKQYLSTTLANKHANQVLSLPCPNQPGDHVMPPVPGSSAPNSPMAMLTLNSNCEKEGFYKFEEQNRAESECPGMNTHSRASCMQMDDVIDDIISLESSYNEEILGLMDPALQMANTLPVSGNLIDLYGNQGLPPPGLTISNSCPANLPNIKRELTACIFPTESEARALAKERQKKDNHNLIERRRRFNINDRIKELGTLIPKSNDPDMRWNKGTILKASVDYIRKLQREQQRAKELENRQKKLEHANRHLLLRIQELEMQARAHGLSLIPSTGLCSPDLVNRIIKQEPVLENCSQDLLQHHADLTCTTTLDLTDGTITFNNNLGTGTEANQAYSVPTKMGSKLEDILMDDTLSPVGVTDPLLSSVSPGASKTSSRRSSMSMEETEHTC
The depositor's hits bear a star; · = no result given; & = joins results of further samples.

SMILES | GPR151 ag | TEAD-YAP inh | FBW7 act | MITF inh
C=CCN1C(=O)C2(C(C(=O)OCC)=C(N)Oc3ccccc32)C2=C1CCCC2=O (stereo not given) | -2.4 | 3 | 0.0 | 15
O=C1NC(=O)N(c2cccc3ccccc23)C(=O)/C1=C\c1ccco1 | -0.4 | -4 | -0.1 | 78*
Fc1ccc(CN2CCN(Cc3ccccc3F)CC2)cc1 | 1.8 | -13 | -0.1 | 78*
CN1C(CC(O)c2ccccc2)CCCC1CC(O)c1ccccc1 (stereo not given) | 1.2 | · | -0.1 | 9
CCOc1cc(C)cc2oc(=O)c3c(c12)CCCC3 | 1.0 | 15 | -0.1 | 10
c1cncc(C2NCCc3ccccc32)c1 (stereo not given) | -2.0 | 5 | 0.1 | 11
c1ccc2sc(Cc3cn4ccccc4n3)nc2c1 | 1.3 | -11 | 0.1 | 6
COc1ccc(CCNCc2ccc(C)cc2)cc1 | -0.6 | 4 | -0.2 | 21
CC1(C)C(C(=O)N2CCc3nnc(CNC(=O)C4CCOC4)n3CC2)C1(C)C (stereo not given) | 0.0 | 4 | 0.1 | 7
COc1cccc(Nc2cnn(C34CC5CC(CC(C5)C3C(=O)O)C4)c(=O)c2Cl)c1 (stereo not given) | -2.1 | 10 | 0.1 | 11
CC(C)CCN1CCN2C(=O)CN(C)C(=O)[C@H]2C1 | -0.4 | -1 | 0.3 | -17
CC(O)CNc1cc(N2CCN(C)CC2)ccc1[N+](=O)[O-] (stereo not given) | 0.5 | -9 | 0.0 | -13
COC(CN)c1ccc2c(c1)OCCO2 (stereo not given) | 1.4 | -2 | 0.1 | 0
COc1ccc(-c2coc3cc(OCCN4CC5CC(C4)c4cccc(=O)n4C5)ccc3c2=O)cc1 (stereo not given) | -0.5 | -9 | -0.1 | -7
CCC1/C=C/C=C/C[C@H](C)[C@@H](O)[C@](C)(O)C(=O)[C@@H](C)[C@H](O)[C@@H](C)C(=O)[C@H](C)[C@@H](O)[C@H](C)/C=C/C(=O)OC2[C@@H](C)C(CC1)OC1(CC[C@@H](C)C(C[C@H](C)O)O1)[C@@H]2C (stereo not given in full) | 3.9 | 94* | -0.1 | -1
CCOc1cc(C(c2c(O)c3ccccc3oc2=O)c2c(O)c3ccccc3oc2=O)ccc1O | 0.5 | 8 | 0.2 | 20
C=CCc1cc(C=C2C(=O)NC(=S)NC2=O)cc(OC)c1O | -2.1 | 6 | -0.2 | 24
N/C(=N\N=C\c1ccccc1F)N[N+](=O)[O-] | -0.2&-0.4 | 0&2 | -0.1&0.0 | -6&0
COc1ccccc1C(=O)C1CCCN(Cc2cnc[nH]2)C1 (stereo not given) | -2.0 | -4 | 0.5 | 6
Clc1ccc(C2=CCCC3CCC2N3)cn1 (stereo not given) | -0.2 | · | 0.0 | 8
CCCCn1c(=O)c(C(=O)NC(C)C)c(O)c2ccccc21 | -1.0 | -1 | 0.1 | -8
CC1CN(C(=O)C(Cl)(Cl)Cl)CC(C)O1 (stereo not given) | 0.4 | 0 | 0.0 | 0
O=C(Cn1c2ccccc2c(=O)c2ccccc21)Nc1ccc(Cl)cc1C(=O)c1ccccc1 | -1.6 | -4 | 1.2 | 14
O=C(CF)NC(Nc1ccc(Cl)cc1)C(Cl)(Cl)Cl (stereo not given) | -0.2 | 3 | 0.1 | 6
CC(C)CCCC1(C)C=Cc2c(O)c3c(c(CCC(C)C)c2O1)OC12C(CC4CC1C(C)(C)OC2(CCC(C)C(=O)O)C4O)C3=O (stereo not given) | -1.1 | 5 | 0.2 | -12

Full records, looked up by structure:
Listed for `COC(CN)c1ccc2c(c1)OCCO2` (stereo not given) → GPR151 ag: 1.4; TEAD-YAP inh: -2; FBW7 act: 0.1; MITF inh: 0
Listed for `CCCCn1c(=O)c(C(=O)NC(C)C)c(O)c2ccccc21` → GPR151 ag: -1.0; TEAD-YAP inh: -1; FBW7 act: 0.1; MITF inh: -8

The results go on:
SMILES | GPR151 ag | TEAD-YAP inh | FBW7 act | MITF inh
Cc1c(Cl)cccc1-n1c(/C=C/c2cccc([N+](=O)[O-])c2)nc2ccccc2c1=O | -0.2 | 0 | -0.1 | -6
O=C1NC2(CCNCC2)Nc2ccc(Cl)cc21 | -0.3 | 3 | 0.0 | 9
CCN1CCN(C(=O)c2ccc(N3CCC(NC(C)Cc4ccsc4)CC3)cc2)CC1 (stereo not given) | 1.0 | 0 | 0.0 | 13
CC1CCN(c2cc(N3CCN(C)CC3)c([N+](=O)[O-])cc2F)CC1 | -1.0 | 4 | -0.2 | 13
O=C1OC(c2cncc(Br)c2)=N/C1=C\c1cccc(Cl)c1Cl | 2.1 | 4 | 0.1 | 6
CCCC[N+]12CCC(CC1)C(C(=O)c1cccs1)C2 (stereo not given) | 5.8* | -8 | 0.1 | 24
Cc1cccc(-n2c(=S)[nH]c3ccccc3c2=O)c1 | -1.7 | -7 | -0.1 | -12
CCCCOc1ccc(C2C(C#N)=C(N)Oc3n[nH]c(C(C)(C)C)c32)cc1 (stereo not given) | -0.6 | 7 | 0.6 | 7
CCCC(C)n1[nH]c(=O)c2c1NC(=O)CSC2c1ccc(F)cc1 (stereo not given) | -2.1 | -10 | 0.1 | -1
COc1cccc(-n2c(/C=C/c3ccccc3O)nc3ccccc3c2=O)c1 | -0.3 | 7 | 0.0 | 0
O=C(CF)C12CC3CC(CC(C3)C1)C2 | -0.3 | 3 | 0.0 | -1
CC(C)=CCCC1(C)C=Cc2c(O)c3c(c(CC=C(C)C)c2O1)OC12C(=CC4CC1C(C)(C)OC2(C/C=C(\C)C(N)=O)C4=O)C3=O (stereo not given) | 4.9 | 38* | 0.1 | 17
Clc1cccc(CN2CCN(Cc3ccccc3Br)CC2)c1 | -1.1 | -6 | -0.1 | 77*
CCC1(c2ccccc2)C(=O)NC(=O)NC1=O | 0.1 | 1 | 0.1 | -2
Cc1ccc(Cl)cc1NP(=O)(OCC(F)(F)F)OCC(F)(F)F | 1.4 | -2 | 0.4 | 2
Cc1ccc(C2=NS(=O)(=O)N(C)C(C(=O)N3CCC4(CC3)OCCO4)=C2)cc1 | 0.1 | 5 | 0.0 | 13
Cc1ccc(C)c(NC(=S)N2CC3CC(C2)c2cccc(=O)n2C3)c1 (stereo not given) | 0.3 | 2 | 0.1 | 16
O=C1C2CCCN2C(c2ccccc2F)N1c1ccccn1 (stereo not given) | 0.1 | -7 | 0.0 | 3
Cc1ccc(-n2c(/C=C/c3c[nH]c4ccccc34)nc3ccc(I)cc3c2=O)cc1 | 1.0 | 8 | -0.1 | -2
O=C(O)CSC(=S)N1CC2CC(C1)c1cccc(=O)n1C2 (stereo not given) | 1.3 | 0 | 0.0 | 10
C[N+]12CC[C@@]34c5ccccc5N5C(=O)CC6OCC=C(C1)[C@H](CC32)[C@@H]6C54 (stereo not given in full) | 2.8 | 5 | 0.3 | 8
COc1ccccc1C1N(c2cc(C)on2)C(=O)C2CCCN21 (stereo not given) | 1.9 | 7 | -0.1 | 5
CN1CCN(C(=O)Cc2c(C(=O)O)n(C)c3ccccc23)CC1 | -1.1 | 5 | 0.0 | 5
N[C@@H](Cc1ccc(N(CCCl)CCCl)cc1)C(=O)O | -1.0 | -11 | 0.1 | 16
CCc1cccc(CC)c1N1C(=O)CC(=O)NC1=S | 2.1 | -7 | -0.3 | -3
Next section:
SMILES | GPR151 ag | TEAD-YAP inh | FBW7 act | MITF inh
CNC(=O)OCC[N+](C)(C)C | -1.1 | -1 | 0.2 | 4
COc1cc2occc2c2oc(=O)ccc12 | 3.6 | 12 | 0.0 | 7
Fc1cccc(CN2CCN(Cc3ccc4c(c3)OCO4)CC2)c1 | -0.4 | -3 | 0.2 | 56*
CC1(C)CN2C(c3ccc(Cl)cc3)N2C1 (stereo not given) | -0.1 | 7 | 0.2 | 10
COCc1cc(C2SCC(=O)Nc3c2c(=O)[nH]n3C2CCOC(C)(C)C2)ccc1OC (stereo not given) | -0.6 | 6 | 0.1 | 24
Cc1ccc(-n2c(/C=C/c3cccnc3)nc3ccccc3c2=O)cc1 | 0.4 | 10 | -0.1 | 5
Cc1nn(C(C)C(=O)N2CCC3(CC2)OCCO3)c(=O)c2c1sc1ccccc12 (stereo not given) | 1.9 | -16 | -0.1 | 13
COC(=O)C1=C(N)OC(C)=C(C(=O)OC(C)C)C12C(=O)N(C)c1ccccc12 (stereo not given) | 3.6 | -7 | -0.1 | 12
C=C(C)[C@H]1Cc2c(ccc3c2O[C@@H]2COc4cc(OC)c(OC)cc4[C@@H]2C3=O)O1 | -0.5&3.2&0.7 | 70* | -0.2&-0.2&-0.1 | 22&5&-16
CCc1nc2ccccc2c(=O)n1-c1cccc(OC)c1 | -0.4 | 6 | -0.2 | 12
CC(=O)NN1C(=O)c2ccccc2NC1c1cccnc1 (stereo not given) | 0.1 | -6 | 0.0 | -5
Cc1sc2ncnc(N(C)C3CCN(C)CC3)c2c1C | -1.3 | -7 | -0.1 | -4
Oc1ccc2[nH]cc(CCCCN3CC=C(c4ccccc4)CC3)c2c1 | -1.2 | · | -0.1 | 6
CCCCNC(=O)CN1C(=O)CN=C(c2ccccc2)c2cc(Cl)ccc21 | -0.5 | 5 | 0.3 | 7
Cc1ccc(-c2nc3ccccc3c(=O)n2-c2ccc(O)cc2)cc1 | -1.5 | -3 | 0.1 | 4
COCC(=O)Nc1ccc(Cl)cc1C(=O)c1ccccc1 | -1.0 | -13 | -0.1 | -7
NCC(O)c1ccc(O)cc1 (stereo not given) | 0.9&0.3&1.0&-1.0 | -3&-6&1 | 0.0&0.0&-0.1&0.0 | 4&-5&0&-3
Cc1cc(Cl)ccc1-n1c(/C=C/c2cccc(F)c2)nc2ccccc2c1=O | -0.3 | -1 | -0.5 | 3
Cn1c(O)c(C(c2ccncc2)c2c(O)n(C)c(=S)n(C)c2=O)c(=O)n(C)c1=S | 0.3 | 7 | -0.5 | -3
O=[N+]([O-])c1ccccc1CN1CCN(c2ccccc2)CC1 | 0.2 | -1 | -0.1 | 21
CCOc1ccc(CN2CCN(CC(C)(C)C)CC2CCO)cc1 (stereo not given) | 0.6 | -3 | -0.2 | -9
Cn1nnnc1SCC(=O)Nc1ccc(C#N)c(Cl)c1 | 0.2 | 9 | 0.0 | 2
O=[N+]([O-])c1ccc(CNCCc2c[nH]c3ccccc23)cc1 | -1.3 | -1 | -0.2 | 25
CC(Cc1cncs1)NC1CCN(c2ccc(NC(=O)c3cnccn3)cc2)CC1 (stereo not given) | 2.0 | -8 | 0.1 | -8
CS(=O)(=O)N1CCC(C(=O)Nc2ccc(Br)cc2C(=O)c2ccccc2)CC1 | 2.0 | 4 | 0.0 | 1
CCOC(=O)CSc1ccc(C(=O)N2CCC3(CC2)OCCO3)cc1[N+](=O)[O-] | 0.7 | -2 | 0.3 | 7
O=c1[nH]c(O)c(C=Nc2ccc(F)c(Cl)c2)c(=O)[nH]1 | 1.0 | -11 | -0.8 | 8

17 structures out of the list, arranged by molar mass, lowest first.
SMILES | GPR151 ag | TEAD-YAP inh | FBW7 act | MITF inh
NCC(O)c1ccc(O)cc1 (stereo not given) | 0.9&0.3&1.0&-1.0 | -3&-6&1 | 0.0&0.0&-0.1&0.0 | 4&-5&0&-3
COc1cc2occc2c2oc(=O)ccc12 | 3.6 | 12 | 0.0 | 7
CCc1nc2ccccc2c(=O)n1-c1cccc(OC)c1 | -0.4 | 6 | -0.2 | 12
CC(=O)NN1C(=O)c2ccccc2NC1c1cccnc1 (stereo not given) | 0.1 | -6 | 0.0 | -5
Cc1sc2ncnc(N(C)C3CCN(C)CC3)c2c1C | -1.3 | -7 | -0.1 | -4
O=[N+]([O-])c1ccc(CNCCc2c[nH]c3ccccc23)cc1 | -1.3 | -1 | -0.2 | 25
O=[N+]([O-])c1ccccc1CN1CCN(c2ccccc2)CC1 | 0.2 | -1 | -0.1 | 21
Cn1nnnc1SCC(=O)Nc1ccc(C#N)c(Cl)c1 | 0.2 | 9 | 0.0 | 2
Cc1ccc(-c2nc3ccccc3c(=O)n2-c2ccc(O)cc2)cc1 | -1.5 | -3 | 0.1 | 4
CCOc1ccc(CN2CCN(CC(C)(C)C)CC2CCO)cc1 (stereo not given) | 0.6 | -3 | -0.2 | -9
Oc1ccc2[nH]cc(CCCCN3CC=C(c4ccccc4)CC3)c2c1 | -1.2 | · | -0.1 | 6
CCCCNC(=O)CN1C(=O)CN=C(c2ccccc2)c2cc(Cl)ccc21 | -0.5 | 5 | 0.3 | 7
Cc1cc(Cl)ccc1-n1c(/C=C/c2cccc(F)c2)nc2ccccc2c1=O | -0.3 | -1 | -0.5 | 3
C=C(C)[C@H]1Cc2c(ccc3c2O[C@@H]2COc4cc(OC)c(OC)cc4[C@@H]2C3=O)O1 | -0.5&3.2&0.7 | 70* | -0.2&-0.2&-0.1 | 22&5&-16
Cc1nn(C(C)C(=O)N2CCC3(CC2)OCCO3)c(=O)c2c1sc1ccccc12 (stereo not given) | 1.9 | -16 | -0.1 | 13
CC(Cc1cncs1)NC1CCN(c2ccc(NC(=O)c3cnccn3)cc2)CC1 (stereo not given) | 2.0 | -8 | 0.1 | -8
Cn1c(O)c(C(c2ccncc2)c2c(O)n(C)c(=S)n(C)c2=O)c(=O)n(C)c1=S | 0.3 | 7 | -0.5 | -3

Source: PubChem BioAssay

Some of the compounds tested; count on the stated rates, not on these rows.
